S1P3 antag: antagonists of human S1P3 receptor; actives 0.27% (n = 170,000); Q99500; inhibition, % at 4.98 µM; CHO S1P3 NFAT-BLA reporter, FRET fluorescence, antagonist mode;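 active = inhibition above the plate cutoff, the mean inhibition of test wells on that plate plus 3 SD, cut at about 28% in these data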;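 note: cells challenged with S1P at its EC80 of 0.8 µM; blue over green emission ratio from cleaved BLA substrate after 4 h stimulation; 0% = S1P-stimulated wells and 100% = unstimulated DMSO-only wells; some compounds past the cut are filed as inactive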
DTT redox prof: compounds producing H2O2 with reducing agent – biochemical, NIH compound library profiling, artefact control for MLSCN library redox annotation, primary screen; DTT-dependent redox cycling H2O2, phenol red/HRP absorbance; 100% = 100 µM peroxide control, 0% = buffer; activation, % at 10 µM; actives 0.03% (n = 200,000); AID 878;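 active = activation of at least 50% relative to the plate's high and low controls in the primary single-dose screen; inactive = activation below 50%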;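 note: compound incubated with DTT at 0.8 mM final as the reducing agent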
RAM network inh: inhibitors of the yeast RAM network | S. cerevisiae dse1pr::URA3 reporter, 5-FOA growth OD615, 2 d; analog-sensitive cbk1-as2 kinase mutant strain | inhibition, % at 50 µM | actives 1.8% (n = 190,000);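 active = inhibition above a set limit, 3 SD over mean compound inhibition, cut at about 8.4% in these data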;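 note: 0% = DMSO-only wells with no growth and 100% = 10 µM 1-NA-PP1 full growth; inhibition rescues growth on 5-FOA so higher OD means more RAM inhibition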
HMGR II inh: E. faecalis class II HMG-CoA reductase inhibition. purified E. faecalis HMGR, NADPH absorbance 340 nm kinetic. inhibition, % at 10 µM. actives 0.41% (n = 190,000);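 active = inhibition above a set limit, the median over all tested compounds plus 3 SD, cut at about 9.5% in these data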;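 note: enzyme runs in reverse so mevalonate oxidation gives rising NADPH absorbance; 0% = complete reaction with DMSO and 100% = background rate lacking mevalonate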
TNAP inh noacc: blocks human TNAP activity with no phosphate acceptor present; purified TNAP, CDP-star luminescence, 30 min; inhibition, % at 20 µM; actives 0.26% (n = 200,000);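 active = tissue-nonspecific alkaline phosphatase inhibition above about 50% at 20 µM in the single-dose screen, limit read from the data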;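 note: 0% = DMSO negative control and 100% = EDTA positive control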
Target sequence (P05186 whole entry, looked up): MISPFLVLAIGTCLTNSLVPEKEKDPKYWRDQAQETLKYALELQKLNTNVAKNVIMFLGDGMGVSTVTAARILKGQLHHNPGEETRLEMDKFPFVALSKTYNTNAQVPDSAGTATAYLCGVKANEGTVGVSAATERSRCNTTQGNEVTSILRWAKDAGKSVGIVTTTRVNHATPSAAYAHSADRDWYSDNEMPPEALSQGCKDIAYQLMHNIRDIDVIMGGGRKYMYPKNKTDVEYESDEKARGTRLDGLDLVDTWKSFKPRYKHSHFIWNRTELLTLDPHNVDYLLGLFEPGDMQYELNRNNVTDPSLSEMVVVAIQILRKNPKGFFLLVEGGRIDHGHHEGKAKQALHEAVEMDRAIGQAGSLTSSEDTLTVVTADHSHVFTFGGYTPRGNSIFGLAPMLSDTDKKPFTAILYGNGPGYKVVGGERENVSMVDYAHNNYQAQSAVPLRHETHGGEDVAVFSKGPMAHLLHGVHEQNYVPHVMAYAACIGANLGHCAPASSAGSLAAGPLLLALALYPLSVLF
PMI act satM6P: activators of human phosphomannose isomerase at near-saturating mannose 6-phosphate; P34949; coupled PMI enzyme assay, resazurin fluorescence, 20 min; active compounds read high; 1 = untreated enzyme, 0 = substrate-free blank; activation factor at 20 µM; actives 0.34% (n = 190,000); AID 1216;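 active = activation factor of 2 or more at 20 µM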
Target sequence (P34949 whole entry, looked up): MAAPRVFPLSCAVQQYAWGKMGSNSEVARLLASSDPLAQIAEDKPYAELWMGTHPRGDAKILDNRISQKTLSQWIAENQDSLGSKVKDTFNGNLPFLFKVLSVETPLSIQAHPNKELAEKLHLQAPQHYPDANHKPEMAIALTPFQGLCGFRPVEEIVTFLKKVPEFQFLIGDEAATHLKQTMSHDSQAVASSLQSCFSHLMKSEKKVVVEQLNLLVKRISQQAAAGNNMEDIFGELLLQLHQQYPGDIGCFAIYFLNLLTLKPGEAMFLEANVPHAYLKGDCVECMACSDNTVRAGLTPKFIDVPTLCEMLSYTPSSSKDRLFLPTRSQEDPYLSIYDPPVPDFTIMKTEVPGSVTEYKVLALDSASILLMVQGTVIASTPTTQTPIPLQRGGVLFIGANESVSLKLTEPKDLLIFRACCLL
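Material: human phosphomannose isomerase with PGI, G6PDH, diaphorase coupling enzymes; amount: PMI at 15 ng/mL final; also added: Mannose-6-phosphate 1.0 mM (near-saturating) plus 0.22 mM NADP+; incubation: enzyme reaction with compound 20 min at room temperature; signal: resorufin fluorescence (Ex 544/Em 590 nm) from resazurin via diaphorase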
Lmaj promast: Leishmania major promastigote growth inhibition. Leishmania major promastigotes, resazurin fluorescence viability. actives 9% (n = 200,000). inhibition, % at 10 µM; in the data active = inhibition above about 50%;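 note: promastigotes grown with compound for 44 hours at 28 °C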
TNAP inh hiacc: blocks human TNAP under high phosphate acceptor concentration; actives 0.03% (n = 200,000); P05186; AID 1135; inhibition, % at 20 µM; purified TNAP, CDP-star luminescence, 1 M DEA;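 active = over 50% inhibition of tissue-nonspecific alkaline phosphatase at 20 µM in the single-dose screen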;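 note: plate controls were DMSO wells for no effect and EDTA-quenched wells as full inhibition for full effect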
Hsp70 act: Hsp70 transcriptional activation, primary screen; HeLa Hsp70 promoter luciferase reporter, luminescence; scaled: vehicle 0, proteasome-inhibitor control 100%; activation, % at 10 µM; actives 0.04% (n = 200,000); AID 1203;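 active = activation above the mean across all tested compounds plus 3 SD, cutoff set per campaign, cut at about 5.5% in these data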;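 note: 100% = MG132 at 30 µM as the positive control and 0% = DMSO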
PMI activator: activators of human phosphomannose isomerase | P34949 | purified human PMI, coupled resazurin fluorescence, 20 min; active compounds read high; 1 = vehicle control, 0 substrate-free wells | activation factor at 20 µM | actives 0.005% (n = 190,000);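 active = activation factor of 2 or more at 20 µM, relative to plate controls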
The depositor's hits bear a star; . = not tested or not shown; & = joins results of further samples.

SMILES | S1P3 antag | DTT redox prof | RAM network inh | HMGR II inh | TNAP inh noacc | PMI act satM6P | Lmaj promast | TNAP inh hiacc | Hsp70 act | PMI activator
Cc1cccc(N2CCCn3c2nc2c3c(=O)n(CC(=O)OCc3ccccc3)c(=O)n2C)c1 | -1 | . | . | . | -6 | 0.9 | . | -7 | . | 0.9
COc1ccc(Cn2nnnc2C(c2cc3ccc(OC)cc3[nH]c2=O)N2CCC(C)CC2)cc1 (centres undefined) | . | 0.4 | 0.6 | -7 | -12 | 1.6 | 16 | 0 | -0.5 | 1.2
O=C(c1ccc(F)cc1)N1CCC(O)(c2cccnc2)CC1 | 7 | 2.0 | 0.3 | -2 | -9 | 0.9 | -3 | -11 | -0.2 | 1
Cc1cccc(OC(C)C(=O)N2CCCc3ccccc32)c1 (centres undefined) | 3 | 0.2 | -1.3 | -6 | -14 | 1 | 45 | 2 | -0.3 | 1
NCCCN1CCOCC1 | . | 0.3 | 1.2 | -11 | -18 | 1 | 2 | -7 | -0.4 | 1
Cc1cc(NS(=O)(=O)c2ccc(NC(=S)NC(=O)c3cccnc3)cc2)no1 | -6 | -0.3 | 9.3* | -3 | -19 | 1 | -6 | -8 | -0.2 | 1
COC(=O)c1ccc(COc2cccc(C)c2C)cc1 | -3 | -1.1 | 2.1 | -4 | -7 | 1 | -5 | -2 | -0.1 | 1
CCNC(=S)N/N=C1\CCCCc2ccccc21 | 7 | -0.4 | -0.5 | -2 | -17 | 1.1 | -3 | -1 | -0.3 | 1.1
OCCNc1nc(Nc2ccccc2)nc2ccccc12 | . | 1.8 | 1.2 | -5 | -7 | 1.1 | 100* | 1 | -0.2 | 1.1
O=C(NCc1ccccn1)c1ccc(Cl)s1 | . | -0.4 | 1.5 | 6 | -10 | 1 | -2 | -1 | -0.2 | 0.9

Exported comma-delimited: part of the list above.
Compound,S1P3 antag,DTT redox prof,RAM network inh,HMGR II inh,TNAP inh noacc,PMI act satM6P,Lmaj promast,TNAP inh hiacc,Hsp70 act,PMI activator
COc1ccc(Cn2nnnc2C(c2cc3ccc(OC)cc3[nH]c2=O)N2CCC(C)CC2)cc1 (centres undefined),.,0.4,0.6,-7,-12,1.6,16,0,-0.5,1.2
O=C(c1ccc(F)cc1)N1CCC(O)(c2cccnc2)CC1,7,2.0,0.3,-2,-9,0.9,-3,-11,-0.2,1
Cc1cccc(OC(C)C(=O)N2CCCc3ccccc32)c1 (centres undefined),3,0.2,-1.3,-6,-14,1,45,2,-0.3,1
NCCCN1CCOCC1,.,0.3,1.2,-11,-18,1,2,-7,-0.4,1

(list continues)
SMILES | S1P3 antag | DTT redox prof | RAM network inh | HMGR II inh | TNAP inh noacc | PMI act satM6P | Lmaj promast | TNAP inh hiacc | Hsp70 act | PMI activator
Cc1cc(NC(=O)CSc2ncnc3c2cnn3-c2ccccc2)no1 | 22 | 1.1 | 3.3 | -2 | -9 | 1.1 | -4 | -3 | 0.0 | 1.2
CNC(=O)c1ccsc1NC(=O)c1ccc(Cl)s1 | 5 | -1.5 | 2.2 | 1 | -15 | 0.9 | 3 | -7 | -0.3 | 1
C=C(C)C1CC=C(CN2CC(C)OC(C)C2)CC1 (centres undefined) | . | -11 | 0.9 | 1 | -14 | 1.1 | 88* | -2 | -0.2 | 1
COc1ccc(-c2cc(CNC(=O)CCl)on2)cc1 | . | -1.3 | 2.7 | 4 | -11 | 1 | 66* | -7 | -0.3 | 1
Cc1ccccc1-c1nc(CN2CCC(C(=O)NCc3cccnc3)CC2)c(C)o1 | -15 | 1.7 | 1.2 | 2 | -11 | 1 | 2 | -1 | -0.3 | 0.9
Cc1nn(-c2ccccc2)c(C)c1NC(=O)COc1ccc(F)cc1Cl | -6 | . | -0.1 | -1 | -3 | 0.9 | 50 | 0 | -0.4 | 0.9
COc1ccc(CC(=O)NC(C)c2nnc(SCCOc3ccc(OC)cc3)n2C)cc1 (centres undefined) | . | 0.1 | 2.9 | 2 | -31 | 0.9 | 1 | -6 | -0.4 | 1
Cc1cc(C)c(S(=O)(=O)NCC2CCC(C(=O)NCCCN3CCOCC3)CC2)c(C)c1 (centres undefined) | . | -0.7 | -0.7 | -5 | -12 | 1 | 0 | -2 | 0.0 | 1
CC1CC(C)CN(C(=O)Cn2c(-c3nonc3N)nc3ccccc32)C1 (centres undefined) | . | -1.1 | 3.0 | 0 | 1 | 1 | -4 | -3 | -0.2 | 1
Cc1ccc(C)c(C(=O)OCC(=O)Nc2cccc(S(=O)(=O)NC3=NCCCCC3)c2)c1 | -7 | -0.4 | 1.3 | -1 | 2 | 0.9 | 26 | 3 | 0.0 | 1
O=C(Nc1ccc(S(=O)(=O)N2CCOCC2)cc1)c1ccco1 | 0 | 2.6 | 2.6 | -7 | -12 | 0.9 | -7 | -3 | -0.3 | 0.8
C=CCOC(=O)C1=C[C@@H](c2ccc(Br)cc2)C[C@@H](OCc2ccc(CO)cc2)O1 | -3 | 0.5 | 8.3 | -4 | -7 | 1 | 23 | -7 | -0.1 | 1
CSc1nsc(SC)c1C(=O)Nc1ccc(C)cc1 | . | -3.1 | 1.8 | -6 | -16 | 1 | -3 | -9 | -0.2 | 1.1
COc1ccccc1/C=N/OC(=O)c1ccc(F)cc1 | -3 | 1.0 | 2.9 | 3 | -4 | 0.9 | -6 | -5 | 0.1 | 0.9
COCCCC/C(=N\OCCN)c1ccc(C(F)(F)F)cc1 | 11&6 | -0.3 | -0.3 | -7&6 | -8&-4 | 1&1 | 80* | 2&-6 | -0.1&0.2 | 1&1
COc1cc(NC(=O)c2ccnn2C)c(OC)cc1Cl | -9 | 0.1 | 0.5 | -1 | -14 | 0.9 | -2 | -3 | -0.1 | 0.9
COc1ccc(Cl)cc1NC(=S)NCCO | -12 | -1.4 | 2.2 | -2 | -9 | 1 | -6 | -3 | 0.0 | 1
Cc1cc(NCCOCCO)n2ncc(-c3ccc(Cl)cc3)c2n1 | 14 | -0.4 | 1.8 | -4 | -9 | 0.9 | 3 | -2 | -0.3 | 0.9
CCn1cc(C2=NOC(C(=O)Nc3cccc(C(C)=O)c3)C2)c(C)n1 (centres undefined) | -4 | -1.3 | 1.0 | 0 | -10 | 1.1 | -5 | -3 | -0.3 | 1.1
COc1ccc2c(=O)c(N3C(=O)c4ccccc4C3=O)coc2c1 | -1 | -0.5 | 3.8 | -3 | -10 | 1 | -5 | -3 | -0.1 | 1
O=C1CN(C(=O)c2cc(Br)c(Br)s2)c2ccccc2N1 | . | -0.1 | 0.7 | 1 | 1 | 0.4 | 20 | -4 | -0.4 | 1.1
Cc1cccc(CCNC(=O)c2nnc(Cc3ccc(Cl)cc3)o2)c1 | 1 | 0.8 | 2.5 | 0 | -11 | 1 | -8 | -6 | 0.1 | 1.1
CCc1nnc(NC(=O)/C=C/c2ccco2)s1 | -10 | 0.4 | 2.9 | -1 | -9 | 0.9 | -4 | 2 | 0.2 | 1
COc1ccccc1OCc1csc(N)n1 | -15 | 0.0 | -0.7 | 1 | -10 | 1.1 | 2 | -4 | -0.3 | 1.1
O=C(COC(=O)c1cnccn1)NCCc1ccccc1 | . | 2.8 | 2.0 | -3 | -18 | 1 | -5 | -5 | 0.1 | 1
CC(=O)Nc1ccc2nc(-c3ccc(Br)o3)[nH]c2c1 | 8 | -0.1 | 0.1 | 0 | -8 | 0.9 | 24 | 2 | 0.0 | 1
Cc1ccccc1NS(=O)(=O)c1ccc(NC(=O)CSCc2ccc(Br)cc2)cc1 | . | 0.1 | 6.7 | -2 | -12 | 0.8 | 24 | 0 | 0.0 | 0.8
Cc1[nH]c2c(Cl)cccc2c(=O)c1CN1CCCC1 | -30 | -2.5 | 0.1 | -3 | -5 | 0.9 | 100* | 0 | -0.2 | 0.9
COc1ccc(C(=O)Cc2cc(OC)c(OC)cc2[N+](=O)[O-])cc1 | . | -3.2 | 3.4 | -2 | -12 | 1 | -4 | -4 | -0.1 | 1
CCOc1ccc(NC(=O)CSCC(=O)O)cc1 | . | 0.6 | 0.8 | 0 | -9 | 1 | -2 | -2 | 0.1 | 0.9
CN(CC(=O)OCC(N)=O)S(=O)(=O)c1ccc(Cl)cc1 | -16 | -1.9 | 0.4 | -4 | -6 | 1.2 | 3 | -6 | -0.1 | 1.4
CC(=O)N1CCN(c2ccc(NCc3ccc(C(C)C)cc3)cc2)CC1 | 3 | -0.6 | 1.4 | -2 | 4 | 1.1 | 81* | -3 | -0.2 | 1.3
O=C(Nc1ccc(Cl)c(Cl)c1)Nc1cc(C(=O)N2CCOCC2)ccc1N1CCCCC1 | -10 | -0.4 | . | . | . | . | 0 | . | -0.2 | .
Cc1c(C(=O)N2CCC(Cc3ccccc3)CC2)sc2ncnc(N3CCC(C)CC3)c12 | -8 | -1.0 | 7.6 | -1 | -9 | 0.9 | 7 | -8 | -0.1 | 0.9
COC(=O)c1ccn(-c2nc(-c3ccco3)cc(C(F)(F)F)n2)n1 | . | 0.1 | 1.1 | -1 | -3 | 1 | 1 | 1 | 0.1 | 0.9
CN(CCO)C(=O)C1CCN(c2ncc(C(F)(F)F)cc2Cl)CC1 | -2 | 7.0 | -0.1 | -6 | -8 | 1 | -4 | -1 | 0.8 | 1
Cc1cc(Cl)ccc1N=C1N=C(N)c2ccccc21 | -32 | 0.5 | 8.9* | -1 | -33 | 1 | 1 | -1 | -0.3 | 0.9
c1ccc2c(c1)oc1c(Nc3ccc4c(c3)OCCO4)ncnc12 | . | 0.0 | 2.1 | -7 | -8 | 1 | 4 | 0 | 0.2 | 0.9
CC(C)(CO)NCc1ccccc1OCC(=O)Nc1ccccc1 | 14 | 1.3 | 0.7 | 7 | -1 | 1.1 | 49 | -5 | -0.2 | 1
COc1ccc(CN2CC(C(=O)NCC3CCCO3)CC2=O)cc1 (centres undefined) | . | 0.4 | 1.0 | -1 | -13 | 0.9 | -3 | -6 | 0.0 | 0.9
O=C(NCCC1=CCCCC1)C1CCCN(S(=O)(=O)c2cccc3cccnc23)C1 (centres undefined) | -7 | -0.9 | -0.8 | -8 | -4 | 0.9 | 7 | 0 | -0.3 | 0.9
Cc1cccc(NS(=O)(=O)c2ccc3[nH]c(=O)cc(C(=O)OC(C)C(=O)Nc4ccc([N+](=O)[O-])cc4)c3c2)c1 (centres undefined) | -2 | -1.7 | 8.3 | -2 | -4 | 0.9 | -1 | -4 | 0.0 | 0.9
CCc1nc2ccccc2c(C(=O)Oc2cccc3cccnc23)c1C | . | 0.1 | 2.5 | 0 | -14 | 0.9 | 2 | -10 | -0.4 | 1
Cc1cc(C)n(-c2nc(SCC(=O)Nc3nccs3)c3c4c(sc3n2)COC(C)(C)C4)n1 | -12 | -0.4 | 0.9 | -2 | -8 | 1 | 37 | -4 | 0.0 | 1
